HepG2 viability – qHTS for Inhibitors of TGF-b: Cytotox Counterscreen; 0.76% of 410,000 active; HepG2 CAGA-GFP viability, ATP luminescence, 18 h; Potency, µM (top dose mostly 46.1 µM), inactives show top-dose activity change, negative = cytotoxicity, hits mostly cytotoxic; AID 588856, 2011; further: potency means the concentration at half of the fitted maximal effect; some results filed as inactive show a strong effect at the top dose
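HepG2 CAGA-GFP cells (1000/well, DMEM with 1% FBS) received compound, then TGF-beta at 500 pg/mL final, and were incubated 18 hours at 37 degrees C. Viability was read by CellTiter-Glo luminescence. Media-only wells were set as complete cell-killing and DMSO as no toxicity.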
ATXN2 expr inh – Primary qHTS for Inhibitors of ATXN expression | HEK-293 ATXN2-luciferase reporter, luminescence, 24 h | Potency, µM (highest dose often 57 µM), for the others: at the top dose activity change, negative = inhibition, hits mostly inhibitors | 0.72% of 360,000 active; further: potency means the concentration at half of the fitted maximal effect; on the % scale 0 is the no-effect control and ±100 the full control effect; nearly all actives have a fitted effect of over 55% in size
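qHTS (up to 57 uM final) was run with 24 h compound exposure of reporter cells at 37 °C. Each well was multiplexed: SteadyGlo luminescence measured ATXN2-luciferase expression after a fluorogenic Gly-Phe-AFC viability readout (25 uM final).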
TGFb inhibitor – qHTS for Inhibitors of TGF-b | Potency, µM (series often up to 46.1 µM), without a hit: at the top dose activity, negative = inhibition, hits mostly inhibitors | 1.2% of 410,000 active | HepG2 CAGA-GFP TGF-b/SMAD3 reporter, GFP fluorescence, 18 h; TGF-beta stimulated, 500 pg/mL final; further: potency means the concentration at half of the fitted maximal effect; on the % scale 0 is the no-effect control and ±100 the full control effect; nearly all actives have a fitted effect of over 65% in size
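GFP signal (ex488/em500-530) from TGF-beta-stimulated HEPG2 CAGA-GFP cells, 500 pg/mL final, 18 h at 37 degrees C in DMEM plus 1% FBS, normalized to unstimulated and DMSO-stimulated controls.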
IL1B secr inh – qHTS for Inhibitors of Inflammasome Signaling: IL-1-beta AlphaLISA Primary Screen; THP-1 LPS/ATP IL-1B secretion, AlphaLISA, 16 h; stronger effect = lower value; activity change, % at 57.5 µM; 4.7% of 360,000 active; in the data active means activity change below about -50%; inconclusive means mostly about -30% to -49%; further: on the % scale 0 is the no-effect control and ±100 the full control effect
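Secreted IL-1B measured by AlphaLISA bead assay after 16 h compound exposure of THP-1 cells; compounds (final up to 57.5 uM) added 1 h before LPS (250 ng/mL) and ATP (1.25 mM) stimulation; lower signal means less secretion.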
Nrf2 block – Nrf2 qHTS screen for inhibitors. AID 504444, 2011. A549 ARE-Fluc reporter, luciferase luminescence, 18-24 h. 2.1% of 360,000 active. Potency, µM (highest dose often 46 µM), inactives show at the highest dose activity change, negative = inhibition, hits mostly inhibitors; further: potency means the concentration at half of the fitted maximal effect; on the % scale 0 is the no-effect control and ±100 the full control effect; nearly all actives have a fitted effect of over 60% in size
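Concentration-response testing used A549 ARE_Fluc cells at 5000 cells/well. Following an 18-24 h compound incubation, viability was read by fluorescence (Ex 405/Em 525) and luciferase output by luminescence.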
MCF10A rerep – A quantitative high throughput screen for small molecules that induce DNA re-replication in MCF 10a normal breast cells | MCF 10A DNA re-replication, Hoechst nuclear intensity, 48 h | Potency, µM (titrated, usually from 46.1 µM), for inactives: top-dose activity, positive = re-replication, most hits filed as activators | 2.9% of 350,000 active; further: potency means the concentration at half of the fitted maximal effect; % of control where 0% means no effect; nearly all actives have a fitted effect of over 50% in size
ATXN viability – Viability Counterscreen for Primary qHTS for Inhibitors of ATXN expression. Potency, µM (top dose mostly 56.7 µM), usual class: cytotoxic. 0.49% of 400,000 active. S2 cells (HEK-293 line with an ATXN2-luciferase reporter) viability, CellTiter-Fluor protease fluorescence, 24 h; further: potency means the concentration at half of the fitted maximal effect; nearly all actives have a fitted effect of over 40% in size
Nrf2 activator – qHTS of Nrf2 Activators. AREc32 ARE-luciferase reporter (MCF7-derived line), luminescence, 24 h. Potency, µM (series often up to 46.1 µM), inactives show top-dose activation, most hits filed as activators. 0.31% of 410,000 active. AID 624171, 2012; further: potency means the concentration at half of the fitted maximal effect; % of control where 0% means no effect; nearly all actives have a fitted effect of over 65% in size
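Steps: seed AREc32_Fluc cells (1000/well, 5% FBS OPTI-MEM); incubate overnight at 37 deg C; add 23 nL compound; incubate 24 hr; add Steady-Glo; hold 30 min RT; read luminescence.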
A549 tox – Nrf2 qHTS screen for inhibitors: counterscreen for cytotoxicity; A549 ARE-Fluc cells, CellTiter-Fluor viability, 18-24 h; Potency, µM (titrated, usually from 46 µM), for the others: at the top dose activity change, negative = cytotoxicity, actives largely listed as inhibitors; 0.16% of 390,000 active; AID 504648, 2011; further: potency means the concentration at half of the fitted maximal effect; on the % scale 0 is the no-effect control and ±100 the full control effect
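A549 ARE_Fluc cells in 5% FBS OPTI-MEM were exposed to compounds in concentration-response for 18-24 h at 37 deg C. Viability was read by CellTiter-Fluor fluorescence (Ex 405/Em 525) after 30 min, before the luciferase read.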
Starred values were filed as active, the others as inactive; i = inactive; ? = inconclusive; / = no result given; [ ] = dose if it differs, or a comment. Unless noted, the call rests on the fitted dose curve; in most records, active means well fitted curve in the direction sought with a large enough effect; inconclusive means small, poorly fitted or top-dose-only effect, or another doubt; inactive means no such curve, though single readings can be large; an effect the other way counts as inactive or inconclusive.

SMILES	HepG2 viability	ATXN2 expr inh	TGFb inhibitor	IL1B secr inh	Nrf2 block	MCF10A rerep	ATXN viability	Nrf2 activator	A549 tox
COc1ccc(-c2cc(C(=O)O)no2)cc1	-10%	-16%	-1%	-8	2%	-2%	i	0.3%	7%
CCOC(=O)Cn1c(=NC(=O)C2CC2)sc2c(C)cc(C)cc21	-17%	/	-25%	9	8%	14%	i	5.8%	7%
Cc1cccc(C)c1-n1c(C)cc(/C=N\Nc2ccc([N+](=O)[O-])cn2)c1C	-24%	3%	?	-22	-8%	5.2µM*	i	4.5%	?
C=CCn1c(CSc2ccc(C)cc2)n[nH]c1=S	-20%	/	-19%	9	-14%	-2%	i	0.0%	0%
O=C(Nc1ccc(Cc2ccc(NC(=O)N3CCOCC3)cc2)cc1)N1CCOCC1	-16%	-2%	4%	-6	8%	9%	i	-0.3%	7%
COCC(=O)Nc1cc(OC)ccc1OC	20%	-9%	9%	-10	1%	-11%	i	2.0%	9%
Cc1cc(C)n(-c2ccc(C(=O)N3CCN(S(=O)(=O)c4ccc(OC(F)(F)F)cc4)CC3)cc2)n1	2%	/	-17%	-20	/	/	?	0.4%	/
Cc1ccc(NC(=O)c2cccnc2C(=O)O)nc1	-9%	16%	0%	-12	7%	-5%	i	3.7%	-10%
COc1ccccc1CC(=O)Nc1ccc(F)cc1F	17%	/	4%	-10	-10%	1%	i	0.6%	-1%
COC(=O)c1cc(NC(=O)Cn2c(=O)cnc3ccccc32)cc(C(=O)OC)c1	-21%	0%	6%	19	12%	-3%	i	0.5%	-12%
CC(C)Cn1cc(C(=O)NCCCN2CCC(C)CC2)c2c3ccccc3n(C)c2c1=O	12%	4%	-20%	-7	8%	0%	i	-0.3%	2%
COc1ccc(OC)c(C2CC(=O)N3CN(c4cccc(Cl)c4)CSC3=C2C#N)c1 (stereo unspecified)	-6%	-11%	-23%	-1	10%	6%	i	0.1%	-12%
Cc1cccc(N2CCN(C(=O)c3ccncc3)CC2)c1C	3%	43%[activator]	0%	60	-27%	?	?	-1.3%	?
CNC(=O)CN(c1ccc2c(c1)OCCO2)S(C)(=O)=O	4%	1%	10%	-1	1%	4%	i	-0.7%	-3%
Cc1ccc(CN2CCN(Cc3cccn3-c3ccccn3)CC2CCO)o1 (stereo unspecified)	-19%	/	-14%	-2	13%	8%	i	3.4%	6%
COc1ccc(N/N=C/c2c(C(=O)O)ccc3ccccc23)cc1	-28%	/	2.2µM*	173	?	?	?	-0.1%	-7%
Cc1ccc(NC(=O)Cn2cnc3c2c(=O)n(C)c(=O)n3C)cc1C	-2%	1%	9%	/	/	/	i	3.4%	14%
CCOc1cc(-c2nnc(SCC(=O)NC3CCCC3)nc2-c2ccc(OC)c(OCC)c2)ccc1OC	-7%	/	0%	/	/	/	/	8.5%	1%
COc1ccc(NC(=O)CN(C)C(=O)c2cc3c(cc2Cl)N2CCCCCC2=NS3(=O)=O)cc1	-11%	-2%	-12%	6	3%	2%	i	0.2%	1%
Cc1ccc(Cn2c(C(=O)O)c(CNCCc3cccs3)c3ccc(C)cc32)cc1	-7%	11%	?	/	?	/	?	-0.9%	-11%
O=C(NCc1ccco1)C1CCCN(S(=O)(=O)c2ccc(-n3cnnn3)cc2)C1 (stereo unspecified)	-22%	-5%	-9%	1	6%	4%	i	-0.6%	-8%
Cc1ccc(Cl)cc1N1CCN(C(=O)c2ccc3c(c2)N(Cc2ccccc2)CCS3)CC1	-7%	-10%	-10%	/	-2%	/	?	0.5%	1%
COc1ccc(-c2ccc(C(=O)NCc3ccccc3)c3occc23)c(C)c1	-32%	-20%	?	?	/	/	i	-0.1%[9.22 µM]	/
CCOC(=O)c1ccc(NC(=O)C(Cc2ccccc2)N2Cc3ccccc3C2=O)cc1 (stereo unspecified)	3%	/	?	/	?	/	/	-0.5%	2%
CCC(=O)N1CCc2cc(S(=O)(=O)CCC(=O)N3CCCC(C)C3)ccc21 (stereo unspecified)	10%	/	-4%	-6	0%	1%	i	-0.8%	-3%
CCC(=O)Nc1ccc(S(=O)(=O)Nc2nccs2)cc1	-2%	-5%	-1%	11	5%	-6%	i	0.4%	0%
Cc1ccc2c(C)c(C(=O)N3CCC(O)(c4ccccc4)CC3)oc2c1C	13%	4%	0%	22	3%	?	i	0.7%	1%
COc1ccccc1C(=O)NC(CCSC)C(=O)OCC(=O)N1CCCC1=O (stereo unspecified)	-15%	/	-21%	-1	2%	2%	i	-0.8%	4%
CCOC(=O)c1ccc(C(=O)NNC(=O)C2C3C=CC(C3)C2C(=O)O)cc1 (stereo unspecified)	-39%	0%	-10%	-2	0%	-1%	i	0.1%	3%
CCN(CC)C(=O)c1ncn(C)c1C(=O)N(CC)CC	20%	11%	?	28	11%	-2%	i	0.0%	-4%
C/C(=N/NS(=O)(=O)c1ccc(C)cc1C)c1c[nH]c2ccccc12	-25%	-18%	18µM*	-8	-19%	1%	i	4.1%	3%
Cc1cc(S(=O)(=O)N2CCOCC2)ccc1OCC(=O)Nc1ccc(F)c(Cl)c1	4%	-19%	4%	12	-23%	-4%	i	-0.3%	-1%
COc1ccc(CCN2C(=O)N(c3cccc(OC)c3)C(=O)C2CC(=O)Nc2ccccc2)cc1 (stereo unspecified)	-13%	-3%	-17%	/	-12%	/	?	6.8%	-19%
COC(=O)C1=C(C)N=c2s/c(=C/c3cccs3)c(=O)n2C1c1ccc(F)cc1 (stereo unspecified)	3%	-20%	-9%	?	-26%	15%	i	-0.2%	2%
COC(=O)C1=C(C)Nc2ncnn2C1c1ccc(C)o1 (stereo unspecified)	-10%	-4%	1%	-12	-3%	4%	i	0.2%	-4%
CC1(C)CC(=O)C=C(Nc2ccc(O)cc2)C1	-10%	/	-1%	18	/	/	i	2.5%	/
Cc1cc(C(=O)Nc2cccc([N+](=O)[O-])c2)c(C)o1	-20%	6%	0%	-6	-1%	1%	?	2.8%	-3%
COc1cc(OC)c(OC)cc1CN1CCCC(C(=O)N2CCCC2)C1 (stereo unspecified)	0%	6%	?	8	10%	-2%	i	0.4%	-2%
Cc1ccc(S(=O)(=O)N2CCCOC2CNC(=O)C(=O)NCc2cccs2)cc1 (stereo unspecified)	-3%	-3%	-2%	12	-9%	5%	i	0.0%	3%
N#Cc1nc(COc2ccccc2)oc1NCCCn1ccnc1	-19%	28%	-2%	-7	26%	17%	i	3.3%	6%
O=C1c2cccnc2C(O)N1Cc1ccccc1 (stereo unspecified)	-18%	1%	-4%	-4	-15%	-3%	i	0.1%	2%
CCC1(CC)NC(=O)N(CC(=O)OC(C)C(=O)Nc2ccc(S(N)(=O)=O)cc2)C1=O (stereo unspecified)	-2%	/	0%	7	/	/	i	-1.8%	/
Brc1ccc(-c2nn3c(-c4ccccn4)nnc3s2)o1	10%	5%	-2%	-51*	-5%	3%	i	2.4%	-7%
O=C(Nc1cccc(S(=O)(=O)N2CCOCC2)c1)c1ccc2ccccc2n1	18%	/	21%	-16	6%	0%	i	3.9%	3%
COc1ccc(S(=O)(=O)N(C)C)cc1NC(=O)Cc1ccc(S(=O)(=O)N2CCOCC2)s1	-17%	-9%	-22%	-6	?	1%	i	2.4%	3%
Cc1cc(=O)[nH]c(Nc2cccc(C(F)(F)F)c2)n1	-52%	4%	?	33	?	25%	i	0.0%	-10%
CC(C)C(=O)NC(=O)[C@@H]1CCCN1C(=O)/C=C/c1ccccc1	-1%	14%	-13%	41	-9%	-23%	i	0.6%	0%
CCOC(=O)c1c(C)[nH]c(C)c1C(=O)CN1C(=O)NC2(CCCCCC2)C1=O	-9%	/	-16%	-19	9%	-4%	i	0.0%	-5%
CCCN1C(=O)c2cc(C(=O)NC3CCCC3)ccc2C1O (stereo unspecified)	-9%	-3%	-11%	4	-7%	13%	i	0.5%	-2%
COc1ccc(Cn2c(=S)[nH]c3cc(C(=O)NCCCN4CCOCC4)ccc3c2=O)cc1	6%	5%	13%	11	3%	14%	i	-0.8%	14%
CN(C)S(=O)(=O)N1CCN(CC(O)COc2ccc(-c3ccccc3)cc2)CC1 (stereo unspecified)	-46%	-49%	?	?	-30%	23µM*	i	5.8%	4%
Clc1ccc(-c2cccc3nccn23)c(Cl)c1	-20%	3%	-6%	-2	/	/	?	5.3%	/
COCCn1c(=O)[nH]c2cc(C(=O)N3CCN(c4cccc(C)c4C)CC3)ccc2c1=O	-12%	-15%	-20%	-27	-19%	?	i	-0.2%	-40%
Cc1c(C(c2ccc(O)cc2)c2c(C)n(C)n(-c3ccccc3)c2=O)c(=O)n(-c2ccccc2)n1C	-7%	-10%	-9%	10	-9%	?	i	-0.4%	-13%
CC(NC(=O)c1ccco1)C1CCCO1 (stereo unspecified)	-7%	1%	0%	-14	2%	0%	i	-0.9%	4%

Sorted by SMILES length (highest first): some entries from above.
SMILES	HepG2 viability	ATXN2 expr inh	TGFb inhibitor	IL1B secr inh	Nrf2 block	MCF10A rerep	ATXN viability	Nrf2 activator	A549 tox
O=C(Nc1cccc(S(=O)(=O)N2CCOCC2)c1)c1ccc2ccccc2n1	18%	/	21%	-16	6%	0%	i	3.9%	3%
Cc1cc(C(=O)Nc2cccc([N+](=O)[O-])c2)c(C)o1	-20%	6%	0%	-6	-1%	1%	?	2.8%	-3%
COC(=O)C1=C(C)Nc2ncnn2C1c1ccc(C)o1 (stereo unspecified)	-10%	-4%	1%	-12	-3%	4%	i	0.2%	-4%
Clc1ccc(-c2cccc3nccn23)c(Cl)c1	-20%	3%	-6%	-2	/	/	?	5.3%	/

Assay outcomes deposited in PubChem BioAssay by National Center for Advancing Translational Sciences (NCATS).
